# PDI turbidity – PDI (human) enzyme inhibition; P07237; PDI insulin aggregation turbidity, A650, 90 min; inhibition, % at 10 µM; 0.052% of 350,000 active; AID 588391;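 active means mean inhibition across replicates of 30% or more, whatever share of single replicates reach that level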;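 further: absorbance from insulin aggregation driven by PDI reduction with DTT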
# Target sequence (P07237 whole entry, looked up): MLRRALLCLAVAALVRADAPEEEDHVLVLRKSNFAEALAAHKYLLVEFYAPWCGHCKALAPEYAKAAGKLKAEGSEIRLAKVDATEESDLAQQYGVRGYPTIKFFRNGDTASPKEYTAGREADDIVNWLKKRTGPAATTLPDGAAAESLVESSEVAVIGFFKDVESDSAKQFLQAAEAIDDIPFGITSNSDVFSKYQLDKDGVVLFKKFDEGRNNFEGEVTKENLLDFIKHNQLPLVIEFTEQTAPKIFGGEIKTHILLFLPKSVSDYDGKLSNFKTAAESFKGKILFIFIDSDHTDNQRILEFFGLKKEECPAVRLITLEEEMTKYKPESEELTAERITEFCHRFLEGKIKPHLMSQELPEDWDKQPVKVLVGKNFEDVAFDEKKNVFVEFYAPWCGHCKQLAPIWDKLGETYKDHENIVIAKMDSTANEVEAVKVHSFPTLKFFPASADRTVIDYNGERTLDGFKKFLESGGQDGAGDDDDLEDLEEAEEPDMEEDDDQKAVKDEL
# CF NFkB block – inhibitors of cystic fibrosis induced NF-kB; KKLEB NF-kB-GFP reporter, PAF-induced, GFP fluorescence overnight; inhibition, % at 5 µM; 0.86% of 360,000 active; AID 588850;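 active means at least 50% inhibition at 5 µM, scaled per plate between neutral and stimulator controls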;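 further: PAF is a Pseudomonas aeruginosa culture filtrate used as stimulus; plate controls were PAF-stimulated DMSO wells for no effect and unstimulated DMSO wells for full effect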
# TRPM1 prom inh – reduces MITF-dependent TRPM1 promoter luciferase signal; AID 488899; SK-MEL-5 TRPM1 promoter luciferase, 24 h; inhibition, % at 12.5 µM; 0.83% of 330,000 active;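 active means mean inhibition across replicates of 60% or more, whatever share of single replicates reaches that level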; further: values of inactives mirror those of a sister screen read the other way
# NR2E3 ag-1 – activates human photoreceptor nuclear receptor NR2E3; Q9Y5X4; GST-NR2E3/biotin-RetCOR TR-FRET, 1536-well; inhibition of corepressor binding, % at 4.78 µM; 0.12% of 320,000 active; AID 2300;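 active means percent inhibition above the cutoff of mean plus 3 SD of all tested compounds, set per screening campaign, cut at about 20% in these data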;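 further: 0% = DMSO wells and 100% = biotin wells as full block of FRET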
# Target sequence (Q9Y5X4 whole entry, looked up): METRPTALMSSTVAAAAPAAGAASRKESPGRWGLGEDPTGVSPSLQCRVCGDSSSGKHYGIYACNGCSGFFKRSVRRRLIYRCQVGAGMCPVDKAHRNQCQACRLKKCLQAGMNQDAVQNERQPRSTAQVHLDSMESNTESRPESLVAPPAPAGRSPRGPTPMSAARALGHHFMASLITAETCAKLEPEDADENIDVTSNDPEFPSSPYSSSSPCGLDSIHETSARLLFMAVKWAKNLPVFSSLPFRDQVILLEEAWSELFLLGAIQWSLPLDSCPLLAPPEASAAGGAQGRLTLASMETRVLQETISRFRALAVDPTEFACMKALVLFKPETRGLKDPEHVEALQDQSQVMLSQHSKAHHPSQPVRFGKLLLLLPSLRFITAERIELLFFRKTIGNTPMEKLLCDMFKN
#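 Format: 1536-well format; test system: GST-NR2E3 and biotin-RetCOR proteins; read-out basis: percent inhibition of TR-FRET ratio; timing: 5 h incubation at 4 °C; detection: time-resolved FRET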
# HIF-2a inh – blocks HIF-2a reporter activity; 786-0 RCC cells HIF-2a reporter, luciferase luminescence, overnight; inhibition, % at 18.8 µM; 0.72% of 360,000 active; AID 624352;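 active means inhibition of the luminescence signal of 40% or more relative to plate controls, in a single-dose primary screen at 18.75 µM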
# KKLEB tox – counter-screen for CF NF-kB inhibitors: cytotoxicity | KKLEB CF airway cells viability, ATPlite luminescence, overnight; hits give low values; cells stimulated with P. aeruginosa culture filtrate | activity change (cytotoxicity), % at 5 µM | 0.36% of 360,000 active | AID 602141;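 active means corrected activity change at or below -50% at 5 µM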
# NR2E3 ag-2 – agonists of human NR2E3 nuclear receptor | 0.35% of 360,000 active | inhibition of corepressor binding, % at 3.98 µM | CHO-S Gal4-NCOR/VP16-NR2E3 two-hybrid, luciferase | Q9Y5X4 | AID 602229;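 active means inhibition above the mean of all tested compounds plus 3 SD, cut at about 70% in these data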;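 further: 0% = DMSO with NR2E3 transfected cells and 100% = cells lacking NR2E3 construct; higher means lower luciferase signal from less NR2E3 corepressor binding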
# Peg3 prom inh – inhibitors of Peg3 promoter. AID 588405. 1.7% of 360,000 active. HeLa PEG-Prom luciferase reporter, luminescence, overnight. inhibition, % at 20 µM;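 active means inhibition of at least 50% at 20 µM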
# Vif inh – HIV Vif inhibition; HEK293T cells, Vif self-association by quenched fluorescence, imaging, 24 h; inhibition, % at 7.49 µM; 0.35% of 340,000 active; in the data active means inhibition above about 50%, passing the limit was not always enough; further: some results filed as inactive read as strong as hits
# CaV13 FRET inh – Primary screen for inhibitors of IQ motif and Ca2+-dependent inactivation inhibitor domain binding in CACNA1D, Förster resonance energy transfer in living cells, …; HEK cells, CFP/YFP FRET ICDI-IQ, plate reader, 10 min; percent FRET-ratio fall versus neutral wells; inhibition, % at 12.3 µM; 0.098% of 340,000 active;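 active means mean replicate inhibition of at least 30% and at least 1% of replicates passing that level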;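 further: 0% = median of the neutral control wells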
# Shn3 inh set2 – Schnurri-3 reporter inhibition in Clone20 osteoblasts. inhibition, % at 12.5 µM. 0.52% of 360,000 active. Clone20 osteoblast Shn3 3'UTR firefly luciferase, 24 h;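 active means mean inhibition of at least 75% with every replicate also reaching 75%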;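 further: 0% = median of neutral control wells and 100% = pilot-screen positive control compound; some compounds past the cut are filed as inactive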
# Active calls of the source: *; nt = no result given.
molecule	PDI turbidity	CF NFkB block	TRPM1 prom inh	NR2E3 ag-1	HIF-2a inh	KKLEB tox	NR2E3 ag-2	Peg3 prom inh	Vif inh	CaV13 FRET inh	Shn3 inh set2
COc1ccc(C=NOCC(=O)OCC(=O)Nc2ccc(OC)cc2)cc1	-6	0	-7	nt	-1	-6	-17	-12	-3	-6	-5
Cc1ccc2oc(=O)c3cnn(CC(=O)NC4CCC(C)CC4)c3c2c1 (configuration not stated)	nt	-4	nt	6	5	2	8	-1	-2	9	-1
Nc1c(NCCc2ccccc2)c2ccccc2oc1=O	3	9	-19	2	-124	0	-77	-114	0	-6	-19
O=C(CSCc1nc2c(nnn2Cc2ccc(F)cc2)c(=O)[nH]1)Nc1c(Cl)cc(Cl)cc1Cl	1	-2	-1	2	14	-14	16	35	-2	-4	-7
Cc1ccccc1-c1cc(C(=O)NCc2ccc(OC(F)(F)F)cc2)nn1CC1CC(c2cccc([N+](=O)[O-])c2)=NO1 (configuration not stated)	-3	-3	-1	nt	10	-10	33	24	-2	-11	65
O=C(N=C1SC2CS(=O)(=O)CC2N1c1cccc(Cl)c1)C1CCCO1 (configuration not stated)	-3	-3	1	2	7	9	-14	16	-1	-3	-26
N#CCCN(CC(=O)O)S(=O)(=O)c1ccccc1	15	2	10	2	10	2	5	7	-5	-3	5
CCN(CC)S(=O)(=O)c1ccc(C(=O)OCC(=O)Nc2sc3c(c2C#N)CCCCC3)cc1	10	-5	-5	-3	-61	-24	-34	-74	-24	-5	-19
CCCCN(CC)CCNC(=O)CCC(=O)Nc1ccc2nc(N3CCN(C)CC3)cc(C)c2c1	3	-8	0	-3	1	20	20	-17	6	-9	-2
CC1(c2ccc(OC(F)F)cc2)NC(=O)N(CC(=O)NC2CCCCC2)C1=O (configuration not stated)	1	7	7	5	-26	2	-2	15	1	-3	6
O=C(NCC1CCCO1)c1cc(-c2ccc(F)cc2)no1 (configuration not stated)	-11	-86	-13	3	-252	21	-64	-87	-3	-7	-62
Cc1cc(C)c2cc(C(=O)Nc3ccccc3)[nH]c2c1	1	-16	-75	2	-220	11	-81	-268	-15	-12	-93
O=S(=O)(Nc1ccc2[nH]ncc2c1)c1ccccc1Cl	-13	24	-3	2	16	0	-8	23	-12	-6	3
O=C(Nc1ccc(Nc2ccccc2)cc1)N1CCOCC1	8	1	-10	-3	-42	-2	-24	-25	4	-11	-17
CCCCCn1c(=O)[nH]c2cc(C(=O)NC3CCN(Cc4ccccc4)CC3)ccc2c1=O	1	20	11	-2	6	-6	32	19	-2	-4	52
COC(=O)C1C2C=CC3(CN(C(C)c4ccc(OC)cc4)C(=O)C13)O2 (configuration not stated)	-2	-1	-3	-1	9	-2	-1	8	7	nt	-8
CCN(C(=O)CSc1nc(C)nc2sc(C)c(C)c12)C1CCS(=O)(=O)C1 (configuration not stated)	1	-9	12	-2	8	23	1	13	-4	-2	9
COc1ccc(N(CC(=O)N2CCc3ccccc3C2)S(=O)(=O)c2c(C)nn(C)c2C)cc1	nt	10	4	0	9	-12	-10	4	7	-2	1
CC1(C2CC2)NC(=O)N(CC(=O)N2CCN(c3ccccc3Cl)CC2)C1=O (configuration not stated)	-4	-8	-26	nt	-57	-4	4	-52	0	-5	-4
O=C1CCS/C(=N\N=C\c2ccc(Cl)cc2Cl)N1	6	-7	-12	2	-56	1	-47	-180	-2	-5	11
O=C(COc1ccccc1Cl)N(Cc1cccs1)C1CCS(=O)(=O)C1 (configuration not stated)	-12	2	2	4	2	4	-13	14	-22	-2	3
COc1ccc(NC(=O)Cn2nnc(C(=O)NCc3cccs3)c2N)cc1	-4	4	9	2	9	-6	-20	10	3	-6	1
CNC(=O)c1ccsc1NC(=O)c1ccc(S(=O)(=O)N2CCCc3ccccc32)cc1	-1	34	nt	0	21	-3	-7	55*	-23	-6	55
C=CC[C@@H](Cc1ccc(F)cc1)C(=O)OC[C@H]1CCCN1C(=O)[C@H](CC=C)CC(=O)N[C@H](CO)Cc1ccccc1	-5	-5	7	nt	4	4	11	32	-2	-7	0
Cc1ccc(CNC(=O)CNS(=O)(=O)c2cccc3nsnc23)cc1	-1	1	1	0	15	5	1	8	2	-12	1

# New compounds follow:
molecule	PDI turbidity	CF NFkB block	TRPM1 prom inh	NR2E3 ag-1	HIF-2a inh	KKLEB tox	NR2E3 ag-2	Peg3 prom inh	Vif inh	CaV13 FRET inh	Shn3 inh set2
Cc1cccc(NC(=O)c2cccc3c2-c2ccccc2C3=O)n1	-2	10	2	4	18	-3	-7	0	12	-4	1
Cc1cc(NC(=O)c2ccco2)ncc1NC(=O)Cc1ccccc1	-3	-8	-70	-1	-133	-4	-80	-130	-3	16	-58
CC(C)(C)c1ccc(-c2nnc(SCC(=O)NCC3CCCO3)n2N)cc1 (configuration not stated)	4	-1	-7	nt	-39	4	-3	-13	1	-3	-6
N#C/C(=C\c1ccc(Cl)cc1)c1nc2ncccc2[nH]1	-6	-14	-31	-3	-186	-8	6	-150	-1	nt	-26
O=C(COC(=O)/C=C/c1cccc(Cl)c1)NC(=O)NCc1ccccc1	-5	2	3	2	11	-5	10	20	-3	-5	5
Cc1ccccc1OCC(=O)OCC(=O)NCc1ccc2c(c1)OCO2	13	5	-13	nt	8	4	-11	10	-4	-6	-2
COc1ccc(F)cc1S(=O)(=O)N1CCN(C(=O)c2ccco2)CC1	4	-4	-6	3	12	-6	-12	14	1	-3	4
CS(=O)(=O)Nc1ccccc1NS(C)(=O)=O	-3	6	nt	2	10	-11	-33	8	3	-4	-105
COc1ccc(Sc2cc(C(F)(F)F)nc(-c3ccccn3)n2)cc1	6	0	-5	-5	-10	-12	-24	11	-10	-4	9
CC(Sc1nc2ncc(Cl)cc2[nH]1)C(=O)NC1(C#N)CCCCC1 (configuration not stated)	0	3	-4	-1	3	-13	13	30	1	-5	3
CCCCOc1ccc(C(=O)NC(=S)Nc2ccc(CN3CCOCC3)cc2)cc1	0	4	-6	-1	15	-13	-11	14	-13	-3	10
COC(=O)c1cccc(NS(C)(=O)=O)c1	-1	-6	2	0	13	-11	-10	-4	-9	-5	-9
Nc1cccc(-c2cccc3nncn23)c1	1	-6	nt	nt	16	6	-6	5	6	-5	-1
Cc1c(C)c2ccc(O)c(CN3CCCC3)c2oc1=O	-2	-11	-19	0	19	-2	-25	3	3	-5	1
O=C(CSc1nnnn1-c1ccccc1)NCC1(N2CCCCC2)CCCCC1	1	-6	-20	1	4	1	-9	9	3	-2	1
Oc1ccc(C=NNc2ccccn2)c(O)c1	8	13	2	nt	-175	-18	-33	-81	12	-6	86*
COc1ccc([C@@H]2[C@H]3C(=O)N(c4cccc(C(F)(F)F)c4)C(=O)[C@H]3ON2C)cc1	0	5	4	-2	5	-1	0	10	-2	-5	17
COc1ccc(/C(O)=C2/C(=O)C(=O)N(CCN3CCOCC3)C2c2ccccn2)cc1OC (configuration not stated)	-1	-4	3	3	-5	6	-21	-7	13	nt	3
CC(=O)c1ccc(NC(=O)CN2CCC(NC(=O)c3ccccc3C)CC2)cc1	0	13	nt	nt	-37	-8	5	-23	16	-9	-63
Cc1cc(OC(=O)C(C)(C)C)c([N+](=O)[O-])c(=O)[nH]1	-3	-3	5	-3	18	-7	-11	6	-3	-6	-11
CCN(CC(=O)Nc1ccc2c(c1)OCO2)Cc1nc2ccccc2c(=O)[nH]1	-6	-7	14	0	5	-9	2	19	3	-4	2
COc1ccccc1N1CCN(C(=O)CCc2ccccc2)CC1	5	23	-10	0	-10	-4	-8	-13	-3	-5	-13
CCN(CC)CCNC(=O)C12CC3CC(CC(C3)C1)C2	9	7	-7	1	11	-11	0	6	-10	nt	-5
CC1(C(=O)NS(=O)(=O)c2ccccc2Cl)CCN1C(=O)Cc1ccccc1 (configuration not stated)	3	6	nt	nt	3	2	-23	7	8	-12	-10
CCC(C)Sc1cc(C(F)(F)F)c(C(=O)Nc2ccc(Cl)cc2)cn1 (configuration not stated)	-1	6	-5	3	6	-6	13	6	-2	-5	7

# Results in KKLEB tox and CF NFkB block, for 3 of the compounds above:
Compound	KKLEB tox	CF NFkB block
O=C(COC(=O)/C=C/c1cccc(Cl)c1)NC(=O)NCc1ccccc1	-5	2
Cc1ccccc1OCC(=O)OCC(=O)NCc1ccc2c(c1)OCO2	4	5
COc1ccc(F)cc1S(=O)(=O)N1CCN(C(=O)c2ccco2)CC1	-6	-4

# The list continues:
molecule	PDI turbidity	CF NFkB block	TRPM1 prom inh	NR2E3 ag-1	HIF-2a inh	KKLEB tox	NR2E3 ag-2	Peg3 prom inh	Vif inh	CaV13 FRET inh	Shn3 inh set2
CC12CCC(=O)N1C(C(=O)NNC(=O)c1ccc(Br)cc1)CS2 (configuration not stated)	1	-4	0	1	4	4	3	15	0	-3	-17
N/C(Cc1ccc(Cl)cc1)=N\OC(=O)Cc1ccc([N+](=O)[O-])cc1	9	-29	-11	1	1	-14	-8	16	-2	-24	1
CCCN1CCC(=NNc2ccc(S(=O)(=O)N(CC)CC)cc2[N+](=O)[O-])CC1	-4	13	20	3	14	-16	-22	44	2	-7	16
C=CCNC(=O)CC1Nc2c3ccccc3nc(=S)n2C1=O (configuration not stated)	-1	8	1	1	25	12	-10	4	-1	-1	14
Cc1cc(C)cc(N(CC(=O)Nc2ccc(-c3nc4ccc(C)cc4s3)cc2)S(C)(=O)=O)c1	-2	7	-49	4	-212	-21	-94	-275	-1	-4	-48
CCc1c(C(=O)N2CCN(c3ccccc3F)CC2)[nH]c(C)c1C(C)=O	0	15	7	-2	20	4	16	11	-1	-6	18
COc1cc(OC)cc(C(=O)Nc2c(F)cccc2F)c1	-4	-7	-2	3	11	-1	-9	12	nt	-5	6
O=C(CCNC(=O)C1CCN(S(=O)(=O)c2ccccc2)CC1)NCc1cccnc1	-6	5	nt	nt	13	-3	-7	-4	5	-5	3
Nc1nc(COC(=O)c2ccco2)nc(Nc2ccccc2)n1	5	-14	nt	nt	-104	6	-18	-171	-13	-4	-22
Cc1cc(C)n2nc(C(=O)N/N=C/c3cn(C)nc3C)nc2n1	7	5	9	-3	17	15	-10	6	-2	-5	-2
O=C1C=C(c2cccc(Br)c2)C[C@@H](c2ccc(F)cc2)C1	-10	15	-3	1	-23	13	4	-21	7	-10	-11
COc1ccccc1N1CCN(Cc2cccs2)CC1	-6	-1	1	0	-28	2	5	-7	4	-9	-19
COc1ccc(-c2[nH]ncc2CN2CCCC(C(=O)c3cccc(OC)c3)C2)cc1 (configuration not stated)	3	3	-9	3	17	10	-4	-1	20	-5	16
COc1ccc(CN2CCC(Oc3ccc(C(=O)N4CCCC4)cc3)CC2)c(F)c1	-2	-15	7	0	16	12	12	6	-14	-6	10
